Source: PubChem (NMMLSC)
Rab2 wt GTP = modulators of GTP binding to Rab2A wildtype, primary screen, biochemical, dog, bead-based flow cytometry, multiplex; GST-Rab2 wt beads, Bodipy-GTP binding; GTP binding activity, % at 10 µM; actives 0.19% (n = 190,000); Ras-related protein Rab-2A (Canis lupus familiaris), P61105;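 active means GTP binding activity at least 20 points away from 100%, either lowered or raised; inconclusive means signal likely due to the compound's own green fluorescence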;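 further: 0% = beads with excess unlabeled GTP and 100% = no-compound control corrected for plate trend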
Rac1 mut GTP = GTP binding modulators of activated mutant Rac1, primary screen, biochemical, bead-based flow cytometry, multiplex, fluorescent GTP; Ras-related C3 botulinum toxin substrate 1 (Homo sapiens), P63000; GST-Rac1 activated beads; actives lie on both sides; 100% means binding = to untreated wells; percent activity (GTP binding), % at 10 µM; actives 0.11% (n = 190,000);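 active means GTP binding at least 20 percentage points away from the 100% baseline, in either direction, so actives lie on both sides; inconclusive means Compound likely fluorescent itself, or too few beads counted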
Rab7 wt modul = modulators of GTP binding to Rab7, primary screen, biochemical, wildtype, multiplex bead flow cytometry. Rab7 GTPase wild type (dog), Bodipy-FL-GTP binding. GST-Rab7 beads, fluorescent GTP binding; actives lie on both sides; untreated = 100%, excess cold GTP = 0%. GTP binding activity (percent of control), % at 10 µM. actives 0.055% (n = 190,000);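 active means fluorescent GTP binding to Rab7 beads changed by at least 20 points from the 100% baseline, either direction, mostly lower; inconclusive means compound itself probably fluorescent, or too few beads counted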;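 further: median green fluorescence of bound Bodipy-FL-GTP per Rab7 bead population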
Rac1 wt GTP bind = wildtype Rac1 GTP binding modulators, primary screen, biochemical, GST-Rac1 beads, flow cytometry, multiplex; Ras-related C3 botulinum toxin substrate 1 (Homo sapiens), P63000; fluorescent GTP binding; actives lie on both sides; 0 = cold GTP competed, 100 = untreated; GTP binding activity (% of control), % at 10 µM; actives 0.27% (n = 190,000); AID 757, 2007;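 active means GTP binding activity at least 20 points away from the 100% control level, either lower or higher; inconclusive means compound flagged as likely green fluorescent, judged across all proteins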
HRas wt GTP = modulators of GTP binding to HRas wildtype, primary screen, biochemical, bead-based flow cytometry, multiplex; GST-Ras wt beads, Bodipy-FL-GTP binding; actives lie on both sides; GTPase HRas (Homo sapiens), P01112; GTP binding activity, % at 10 µM; AID 759, 2007; actives 0.14% (n = 190,000);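 active means GTP binding activity at least 20% away from the 100% baseline, either lowered as inhibitor or raised as activator; inconclusive means flagged as likely green fluorescent, judged across all proteins in the well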;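 further: 0% = unlabeled GTP competition control and 100% = no-compound control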
Target sequence (P01112 whole entry, looked up): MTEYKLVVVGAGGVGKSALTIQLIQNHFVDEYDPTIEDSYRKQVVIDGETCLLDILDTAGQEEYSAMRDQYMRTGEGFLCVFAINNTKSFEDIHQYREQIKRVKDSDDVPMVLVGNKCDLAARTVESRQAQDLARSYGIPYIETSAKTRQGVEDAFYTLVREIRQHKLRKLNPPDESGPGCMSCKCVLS
Bcl-B Bim block = inhibitors of Bim-Bcl-B binding, primary screen, biochemical, multiplexed, human Bcl-2 family | AID 951, 2007 | Bcl-2-like protein 10 (Homo sapiens), Q9HD36 | inhibition, % at 10 µM | bead-based flow cytometry, Bim peptide-Bcl-B binding | actives 0.073% (n = 190,000);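 further: 0% = tracer peptide without compound and 100% = reference inhibitor peptide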
Target sequence (Q9HD36 whole entry, looked up): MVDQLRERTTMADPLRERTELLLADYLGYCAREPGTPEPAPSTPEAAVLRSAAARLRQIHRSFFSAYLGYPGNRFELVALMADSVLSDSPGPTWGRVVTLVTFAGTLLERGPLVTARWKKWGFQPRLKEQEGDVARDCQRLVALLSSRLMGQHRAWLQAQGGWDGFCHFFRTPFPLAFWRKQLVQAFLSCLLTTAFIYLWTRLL
Bfl-1 Bim block = inhibitors of Bim binding to Bfl-1, primary screen, biochemical, multiplexed, bead-based flow cytometry. Bcl-2-related protein A1 (Homo sapiens), Q16548. Bim-Bfl-1 binding inhibition. inhibition, % at 10 µM. actives 0.12% (n = 190,000);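 further: 0% = wells without compound plus tracer and 100% = blocker peptide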
Cdc42 wt GTP = modulators of GTP binding to wildtype Cdc42, primary screen, biochemical, multiplex bead flow cytometry, Bodipy-GTP; Cell division control protein 42 homolog (Homo sapiens), P60953; percent activity (GTP binding), % at 10 µM; AID 761, 2007; actives 0.2% (n = 190,000); GST-Cdc42 beads; actives lie on both sides;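 active means percent activity GTP binding at least 20 points away from the 100% baseline, either down as inhibitor or up as activator; inconclusive means compound flagged as likely green fluorescent from well-wide comparison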;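 further: median bead fluorescence of bound Bodipy-FL-GTP at 100 nM; 0% = excess unlabeled GTP control and 100% = no compound control; below 100% means less GTP binding so inhibitor and above means activator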
Target sequence (P60953 whole entry, looked up): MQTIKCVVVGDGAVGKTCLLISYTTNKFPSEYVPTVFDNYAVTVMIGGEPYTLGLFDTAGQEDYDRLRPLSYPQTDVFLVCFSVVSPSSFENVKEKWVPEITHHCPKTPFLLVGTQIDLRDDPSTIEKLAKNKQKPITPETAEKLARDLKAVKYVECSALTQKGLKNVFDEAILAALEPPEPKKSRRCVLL
Bcl-XL Bim block = inhibitors of Bim-Bcl-XL binding, primary screen, biochemical, multiplexed, bead flow cytometry, human Bcl-XL. inhibition, % at 10 µM. actives 0.04% (n = 190,000). Bim peptide-Bcl-XL binding, fluorescence. Bcl-2-like protein 1 (Homo sapiens), Q07817
Target sequence (Q07817 whole entry, looked up): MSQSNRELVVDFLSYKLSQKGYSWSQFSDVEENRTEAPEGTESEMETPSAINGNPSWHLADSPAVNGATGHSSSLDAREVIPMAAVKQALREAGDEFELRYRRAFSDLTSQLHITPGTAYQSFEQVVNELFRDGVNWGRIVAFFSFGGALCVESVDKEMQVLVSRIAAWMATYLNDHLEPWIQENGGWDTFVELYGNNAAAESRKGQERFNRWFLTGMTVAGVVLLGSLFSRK
Bim-Bcl-W = inhibitors of Bim binding to Bcl-W, primary screen, biochemical, multiplexed, bead-based flow cytometry. Bcl-2-like protein 2 (Homo sapiens), Q92843. Bim peptide-Bcl-W binding. inhibition, % at 10 µM. actives 0.02% (n = 190,000). AID 952, 2007;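 further: 0% = bound tracer without compound and 100% = peptide blocker; higher means less fluorescent Bim peptide bound to Bcl-W beads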
Bcl-2 Bim block = inhibitors of Bim-Bcl-2 binding, primary screen, biochemical, multiplexed, human Bcl-2 family; Apoptosis regulator Bcl-2 (Homo sapiens), P10415; Bead-based flow cytometry, Bim peptide-Bcl-2 binding; inhibition, % at 10 µM; actives 0.06% (n = 190,000); in the data active means inhibition above about 40%; inconclusive means no clear call, values can overlap the other calls;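 further: 0% = no compound wells with probe peptide and 100% = reference peptide inhibitor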
Target sequence (P10415 whole entry, looked up): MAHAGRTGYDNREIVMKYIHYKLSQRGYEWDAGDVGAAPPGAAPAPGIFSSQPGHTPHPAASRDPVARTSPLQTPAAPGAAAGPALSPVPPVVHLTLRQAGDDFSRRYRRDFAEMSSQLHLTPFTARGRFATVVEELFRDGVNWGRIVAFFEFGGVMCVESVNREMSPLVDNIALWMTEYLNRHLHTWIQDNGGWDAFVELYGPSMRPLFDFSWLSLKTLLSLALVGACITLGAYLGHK
* marks the source's active call; other numbers are inactive results; u = inconclusive. Unless noted, no stated cut-off is given here; in the data, active means inhibition above about 40%.

SMILES	Rab2 wt GTP	Rac1 mut GTP	Rab7 wt modul	Rac1 wt GTP bind	HRas wt GTP	Bcl-B Bim block	Bfl-1 Bim block	Cdc42 wt GTP	Bcl-XL Bim block	Bim-Bcl-W	Bcl-2 Bim block
COc1ccc(Cl)cc1C(=O)NNC(=S)NC1CCCC1	98	95	106	98	99	-53	5	93	0	1	1
CCOC(=O)C1(C)NC(c2ccc(OC)cc2OC)C2C(=O)N(CC)C(=O)C21 (stereo not given)	98	98	101	105	101	1	4	96	-1	2	8
Cc1ccsc1/C=N/n1c(-c2ccco2)n[nH]c1=S	99	98	96	98	100	-24	6	99	-1	0	0
CC(=O)c1cccc(N(C(=O)Cn2nnc3ccccc32)C(C(=O)NCC2CCCO2)c2ccc(N3CCOCC3)cc2)c1 (stereo not given)	99	97	105	99	98	-3	-5	99	-2	1	0
O=C(Cc1c(O)c2ccccc2[nH]c1=O)NCc1ccccc1	99	97	95	99	97	0	0	99	0	-1	1
Cc1cc(C(=O)C(C)Sc2cccc[n+]2[O-])c(C)n1-c1ccc(Cl)cc1 (stereo not given)	97	96	98	98	95	-18	-4	96	-5	-5	6
Cc1c(-c2ccco2)[n+](=O)c2c(n1[O-])CCC2	101	101	103	106	103	-4	-13	103	0	-3	-5
CC(=O)Nc1ccc(NC(=O)CSc2nnc3c4ccccc4n(C)c3n2)cc1	97	93	101	87	96	0	-11	91	2	0	-3
Cn1cc(C(=O)N2CCc3ccccc32)cn1	101	101	98	104	103	-10	-15	105	-11	-8	-9
O=C(CSc1nccn1-c1ncc(C(F)(F)F)cc1Cl)c1ccc(Br)cc1	103	101	98	100	103	-3	0	102	0	-1	0
COc1cccc(-c2cc(C(=O)Nc3cccnc3)no2)c1	103	102	105	107	103	-10	-18	100	-7	0	-10
N#Cc1ccc(C(=O)Nc2cccc3cccnc23)c(F)c1	100	98	99	104	99	-22	-1	100	-10	-11	-2
CC(C)COC(=O)C1C2C=CC3(CN(C(C)c4ccc(Br)cc4)C(=O)C13)O2 (stereo not given)	101	101	103	102	103	-5	-8	103	-6	-1	-4
Cc1ccc(S(=O)(=O)N2CCOC2CNC(=O)C(=O)NCc2cccnc2)cc1 (stereo not given)	100	97	94	103	100	-4	-1	102	-3	-6	-3
O=C(Cn1c(SCc2ccccc2)nc2ccccc21)N1CCOCC1	103	101	104	103	105	0	-3	105	0	-2	-5
c1ccc(-c2ccc(Oc3cc(N4CCOCC4)nc(-c4ccccc4)n3)cc2)cc1	99	98	103	102	101	-6	-14	100	-5	1	-13
CN(C)C(/C=C/Nc1ccc(C#N)cc1)=C(C#N)C#N	106	101	99	105	104	-6	-3	106	-5	-3	-1
O=C(NCCN1CCN(c2ccccc2)CC1)c1cccn2c(=O)c3cc(Cl)ccc3nc12	95	95	100	99	96	-6	-9	96	-1	-1	-7
COc1ccccc1NS(=O)(=O)c1cc([N+](=O)[O-])ccc1N/N=C/c1c(C)[nH]c2ccccc12	114	105	114	118	112	-3	-3	110	-4	8	-6
COC(=O)c1cc2ccsc2n1CC(=O)N(C)C1CCCCC1	97	98	95	98	98	-4	-3	98	-2	-1	-2
COc1ccc(-c2nc(NC(=O)C3CC(=O)N(c4ccc5c(c4)OCCO5)C3)sc2C)cc1 (stereo not given)	94	101	98	100	96	-3	0	96	0	1	3
CC(=O)Nc1ccc(SCC(=O)c2cc(C)n(Cc3cccs3)c2C)cc1	94	94	93	94	95	-3	0	95	-2	-3	-3
Cc1cc(C)cc(-n2nnn(C3C/C(=N/NC(N)=S)C4OCC3O4)c2=S)c1 (stereo not given)	98	96	101	101	98	-7	2	100	-4	-2	0
O=C(CCCOc1ccccc1)Nc1ccccc1C(F)(F)F	100	100	94	107	100	-8	-1	104	-5	-1	-2
Cc1csc(NC(=O)CSc2nnc(NC(=O)COc3ccc(Cl)cc3)s2)n1	99	99	100	102	99	-7	-17	101	-6	-2	-6

Going on with the list:
SMILES	Rab2 wt GTP	Rac1 mut GTP	Rab7 wt modul	Rac1 wt GTP bind	HRas wt GTP	Bcl-B Bim block	Bfl-1 Bim block	Cdc42 wt GTP	Bcl-XL Bim block	Bim-Bcl-W	Bcl-2 Bim block
COc1ccc2[nH]c(=O)c(C(c3nnnn3C(C)(C)C)N(Cc3ccco3)CC3CCCO3)cc2c1 (stereo not given)	97	93	97	93	97	-8	-3	96	-2	0	-12
Cc1sc(NC(=O)c2ccco2)c(C(c2cccnc2)N2CCN(CCO)CC2)c1C (stereo not given)	99	98	105	98	98	-3	-4	97	-5	-1	-2
CCOC(=O)C1C(=O)CC(C)(O)C(C(=O)OCC)C1c1cccs1 (stereo not given)	98	99	103	104	100	-9	-16	99	-8	-4	-9
O=C(c1cc(S(=O)(=O)N2CCOCC2)ccc1Cl)N1CCN(c2ccccn2)CC1	97	97	99	102	95	-1	-1	99	0	-2	1
Cc1ccc(-n2nnnc2CCl)cc1	97	95	98	100	97	-2	-8	97	-1	2	-2
S=C(Nc1ccc(Nc2ccccc2)cc1)Nc1ccccn1	95	94	95	98	97	-20	5	95	-5	-5	0
COc1cc(CNCCO)ccc1OC1CCCC1	100	99	100	102	104	-5	-12	101	-1	3	-7
CCCCNC(=S)NNC(=O)c1csc(C)c1CC	97	99	94	102	97	-23	5	100	-2	0	3
COC(=O)C(NNc1ccccc1)(NC(=O)c1ccccc1F)C(F)(F)F (stereo not given)	96	94	96	97	97	3	0	97	-2	0	1
O=C(NCc1ccco1)c1cccc(-c2nnc(-c3ccccc3)o2)c1	102	100	102	105	101	-8	-10	101	-2	2	-4
COc1ccc(NC(=O)CC2COc3ccccc3O2)c(OC)c1 (stereo not given)	100	99	101	100	99	0	-1	101	-4	-1	-4
CCOC(=O)c1c(C)[nH]c(C(=O)N/N=C\c2ccccc2O)c1C	97	99	99	100	99	-6	0	100	-6	-8	-4
COc1ccccc1CNC(=O)CCS(=O)(=O)c1cccc2nonc12	91	93	94	95	94	-4	-10	93	-2	0	-7
CCOC(=O)CCc1c(C)nc(-n2[nH]c(C)c(CCO)c2=O)[nH]c1=O	96	94	94	97	95	-5	-8	98	0	-1	-7
CCOC(=O)c1cccc(NC(=O)CCS(=O)(=O)c2cccc3nsnc23)c1	99	99	102	101	101	-1	9	100	0	2	-1
O=S(CC(O)COCc1ccc(Cl)cc1)c1ccccn1 (stereo not given)	95	96	92	97	93	0	0	97	2	0	1
CC(C)(C)NC(=O)c1ccc(NC(=O)C2COc3ccccc3O2)cc1 (stereo not given)	96	96	97	99	98	-14	-15	98	-5	-3	-8
CCOC(=O)N1CCN(C(=O)CSc2nc3c(c(=O)n2-c2ccccc2OC)SCC3)CC1	98	99	101	105	101	-6	-9	102	0	1	-3
CN(C)c1ccc(C(=O)OCc2ccc(Br)cc2)cc1	104	98	105	96	99	0	-1	97	-2	0	-4
COC(=O)c1ccccc1NC(=O)NCc1ccccn1	101	100	99	102	101	-4	-1	103	0	0	-1
CCCC(=O)N1CCN(c2ccc(NC(=O)c3ccc([N+](=O)[O-])o3)cc2Cl)CC1	94	93	94	93	92	-1	-1	90	0	-3	-2
CC(NC(=O)CCC(=O)c1ccc(F)cc1)C1CC2CCC1C2 (stereo not given)	95	97	95	94	95	-1	-3	96	-4	-2	-1
Cc1ccc(NC(=O)C(=O)c2c(-c3ccccc3)cc3ccccn23)cc1S(=O)(=O)N1CCOCC1	u	u	u	u	u	-4	-6	u	-3	3	-8
CN(C(=O)COC(=O)c1nc(-c2ccccc2)n(-c2ccccc2)n1)C1CCS(=O)(=O)C1 (stereo not given)	100	96	98	97	99	0	-3	95	0	-2	0
C=CCn1c(COc2ccc(Cl)cc2)nnc1SCC(=O)NCC(=O)OCC	99	100	98	108	104	-7	-13	104	-6	0	-9

Next results follow.
SMILES	Rab2 wt GTP	Rac1 mut GTP	Rab7 wt modul	Rac1 wt GTP bind	HRas wt GTP	Bcl-B Bim block	Bfl-1 Bim block	Cdc42 wt GTP	Bcl-XL Bim block	Bim-Bcl-W	Bcl-2 Bim block
O=C(Nc1ccccc1)c1nn(-c2ccccc2)c(=O)cc1C(F)(F)F	96	96	95	99	97	-10	-12	100	-2	-1	-8
CCCn1c(=O)c(F)cn(Cc2ccc(OC)c([N+](=O)[O-])c2)c1=O	99	94	102	105	100	-4	-10	102	5	3	-1
CCC(O)CNC(=O)CCc1nnc(C2(c3ccc(Cl)cc3)CCC2)o1 (stereo not given)	100	98	109	101	101	-6	-12	98	-3	-2	-6
O=C(NCc1ccccc1)c1cc(=O)[nH]c2ccccc12	101	100	102	107	101	-8	-17	97	-8	-1	-7
O=C1/C(=C/c2cccs2)N=C(c2cccs2)N1Nc1ccccc1	101	97	104	98	100	-4	1	100	14	13	8
Cc1ccc(-c2nc(NCC3CCCO3)sc2C)cc1 (stereo not given)	92	96	96	98	95	-19	-6	92	-6	-5	-5
COCCCNC(NC(=O)c1ccc(OC)cc1)C(Cl)(Cl)Cl (stereo not given)	96	95	96	99	96	-2	-7	97	0	-2	0
CCOc1ccc(NC(=O)c2ccco2)c([N+](=O)[O-])c1	u	u	u	u	u	-8	-15	u	-5	-2	-7
Cc1ccc2c(Cl)cc(Cl)c(OCC(=O)Nc3ccc(C)c(S(=O)(=O)N(C)C)c3)c2n1	97	100	97	104	99	-11	0	104	-3	-4	-4
COc1ccc(OCC(=O)Nc2cccc(C(C)=O)c2)cc1	100	99	101	100	100	-10	-15	100	-2	0	-10
Cc1c(NC(=O)CCN2C(=O)c3ccccc3C2=O)c(=O)n(-c2ccccc2)n1C	88	84	95	78*	86	-4	-7	81	0	5	0
O=C(N/N=C/c1cn[nH]c1-c1ccccc1)c1ccco1	94	93	95	92	95	5	4	95	1	0	1
CC(C)c1nnc(NC(=O)CCC(=O)N2CCN(C3CCCCC3)CC2)s1	98	97	100	102	100	-2	-3	100	-2	-4	0
Cc1cc(-c2csc(N)n2)c(C)n1Cc1ccco1	97	98	99	101	97	-5	-1	99	-3	-2	-2
CC(C)(C)C1(O)CC(C(F)(F)F)=NN1C(=O)CCCc1ccccc1 (stereo not given)	94	95	85	96	94	-6	-5	94	-2	-2	-7
